AddAB inh = growth inhibition of E. coli expressing H. pylori AddAB, primary screen, AddAB inhibitor project, absorbance; inhibition, % at 11.9 µM; 330,000 tested, 0.29% active; in the data active = inhibition above about 12%;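 note: 0% = vehicle wells of infected cells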
OPRM1-OPRD1 ag = agonists of OPRM1-OPRD1 heterodimerization, primary screen, cell-based, luminescence. Mu-type opioid receptor (Homo sapiens) + Delta-type opioid receptor (Homo sapiens), …. cells. activation, % at 9.3 µM. 340,000 tested, 0.3% active. AID 504326, 2011; in the data active = activation above about 18%;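 note: 0% = vehicle-treated cells and 100% = reference agonist; values of inactives mirror those of a sister screen read the other way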
Target sequence (P35372 whole entry, looked up): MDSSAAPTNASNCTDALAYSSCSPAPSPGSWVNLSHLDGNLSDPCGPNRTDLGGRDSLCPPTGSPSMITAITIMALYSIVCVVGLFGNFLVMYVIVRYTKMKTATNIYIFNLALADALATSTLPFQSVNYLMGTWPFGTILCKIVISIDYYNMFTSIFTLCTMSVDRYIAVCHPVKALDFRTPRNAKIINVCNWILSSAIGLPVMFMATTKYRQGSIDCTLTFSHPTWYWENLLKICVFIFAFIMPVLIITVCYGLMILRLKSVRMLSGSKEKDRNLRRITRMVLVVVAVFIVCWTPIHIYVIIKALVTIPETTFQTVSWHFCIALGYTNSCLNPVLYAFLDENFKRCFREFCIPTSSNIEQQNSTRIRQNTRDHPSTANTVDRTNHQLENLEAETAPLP
Target sequence (P41143 whole entry, looked up): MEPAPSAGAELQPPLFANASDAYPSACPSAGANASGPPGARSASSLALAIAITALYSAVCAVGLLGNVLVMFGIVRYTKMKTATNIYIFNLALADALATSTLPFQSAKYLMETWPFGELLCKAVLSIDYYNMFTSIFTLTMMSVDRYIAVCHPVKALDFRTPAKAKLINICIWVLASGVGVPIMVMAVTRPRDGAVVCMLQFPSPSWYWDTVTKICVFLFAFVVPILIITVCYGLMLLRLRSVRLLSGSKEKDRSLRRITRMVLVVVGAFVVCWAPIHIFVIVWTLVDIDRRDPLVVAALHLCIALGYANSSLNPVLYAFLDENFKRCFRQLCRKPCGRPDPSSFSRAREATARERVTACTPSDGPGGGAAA
PfHsp90 set2 = growth inhibition of PfHsp90-expressing yeast, primary screen, antimalarial PfHsp90 inhibitor project, S. cerevisiae, BacTiter-Glo luminescence, single point, set 2; 310,000 tested, 0.32% active; BacTiter-Glo ATP, 48 h; yeast lacking PDR1 and PDR3 efflux regulators; inhibition, % at 9.4 µM;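 active = every replicate shows inhibition above about 80%, whatever the replicate mean, limit read from the data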;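 note: 0% = DMSO neutral controls and 100% = 20 µM radicicol positive controls; yeast relying on Plasmodium falciparum Hsp90 in place of its own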
Mot1-301 SUMO = yeast Mot1-301 growth rescue at high temperature, primary screen, SUMOylation pathway inhibitor project, S. cerevisiae, ATP luminescence, 38.5C; S. cerevisiae Mot1-301 growth rescue; percent above DMSO median, 100 means doubled; growth rescue, % at 18.8 µM; 320,000 tested, 1% active; AID 2716, 2010;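 active = every valid replicate shows activation above 250% relative to neutral control wells; inactive = the rest, any valid replicate at or below 250%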;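 note: OY570 slx delta 5 strain wells were the positive control but not used for scaling; some compounds called inactive have numbers as strong as hits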
Ecoli viability = E. coli V3065 growth inhibition, primary screen, counter-screen for AddAB inhibitor project, absorbance, OD600; 18 h; inhibition, % at 11.9 µM; 330,000 tested, 0.27% active; AID 449728, 2010;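 active = inhibition above the campaign's mean inhibition across all tested compounds plus 3 SD, cut at about 9.9% in these data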;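 note: uninfected addAB+ strain grown without phage in ampicillin broth; 0% = DMSO wells and 100% = ciprofloxacin 0.95 µg/ml wells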
Arrestin-AP2 inh = inhibitors of beta-arrestin/AP2 binding, primary screen, biochemical, GPCR trafficking, flow cytometry; beta-arrestin 1 C-terminal peptide binding to AP2 beta2-adaptin appendage (human); FITC-arrestin peptide / GST-AP2 beads; AP2 beta2 appendage carries R879A mutation; inhibition, % at 10 µM; 340,000 tested, 0.31% active;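 active = inhibition above a set limit, near 3 SD of compounds lacking own fluorescence, cut at about 54% in these data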;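 note: plate controls were DMSO wells for no effect and 5 µM unlabelled arrestin peptide for full effect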
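Test system: GST-tagged AP2 beta2-adaptin appendage (R879A) on 4 µm glutathione beads; also added: fluorescein-tagged arrestin peptide at 50 nM final; timing: 12 min plus 1 h, RT; signal: flow cytometry, FL1 (488/535 nm); read-out: percent drop in bead-associated FITC signal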
Pemphigus Ab inh = inhibitors of pemphigus antibody binding to DSG3, primary screen, biochemical, bead-based, flow cytometry, scFv-GFP; DSG3-coupled beads, scFv-anti-DSG3-GFP binding; hits give low values; Desmoglein-3 (Homo sapiens), P32926; AID 588358, 2011; 310,000 tested, 0.48% active; binding (percent of control), % at 10 µM;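 active = binding more than 3 SD below its plate's average and above zero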;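 note: hits lower antibody fragment binding to DSG3; some compounds called inactive have numbers as strong as hits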
PKA-R1A activ = activators of PKA-R1A holoenzyme, primary screen, biochemical, fluorescence polarization, Cy5-IP20, bovine R1A, mouse PKAc | 340,000 tested, 0.083% active | activation, % at 11.4 µM | PKA-R1A dissociation; scaled: DMSO 0%, 113 µM cGMP 100%;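 active = percent activation above the mean of all tested compounds plus 3 SD, cut at about 19% in these data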;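 note: higher means more PKAc released from R1A so a rise in polarization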
Tat export inh = E. coli Tat export inhibitors, primary screen, MC4100, TorA-mCherry reporter, fluorescence, single point | inhibition, % at 10 µM | AID 488895, 2010 | 340,000 tested, 0.036% active;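 active = mean replicate inhibition at least 50% and at least half of replicates individually reaching 50%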;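 note: exported cargo escapes ClpAP degradation while cytoplasmic cargo is degraded and loses fluorescence; 0% = median of neutral control wells and 100% = median of NaSCN control wells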
OPRM1-OPRD1 inv = inverse agonists of MOR-DOR heterodimerization, primary screen, cell-based, luminescence | Mu-type opioid receptor (Homo sapiens) + Delta-type opioid receptor (Homo sapiens), … | cell-based MOR-DOR heterodimer luminescence, inverse agonism | inhibition, % at 9.3 µM | 340,000 tested, 0.21% active | AID 504357, 2011; in the data active = inhibition above about 22%, passing the limit was not always enough;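 note: 0% = cells with DMSO and 100% = wells without cells with DMSO; values of inactives mirror those of a sister screen read the other way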
phage Ecoli inh = growth loss of phage-infected E. coli, primary screen, RecBCD inhibitor project, absorbance, with phage, HTS. inhibition, % at 11.9 µM. 360,000 tested, 0.26% active; in the data active = inhibition above about 11%
* = called active by the depositor; i = inactive; · = no result given.

molecule,AddAB inh,OPRM1-OPRD1 ag,PfHsp90 set2,Mot1-301 SUMO,Ecoli viability,Arrestin-AP2 inh,Pemphigus Ab inh,PKA-R1A activ,Tat export inh,OPRM1-OPRD1 inv,phage Ecoli inh
O=C(Cc1ccc(NC(=O)C2CCCN(C(=O)C3CC3)C2)cc1)Nc1cccc(C(=O)N2CCCCC2)c1 (stereo unspecified),·,-2.8,-15,·,·,15,104,2,-6,13,-2.9
N#Cc1ccccc1OCC(=O)NNC(=O)CNC(=O)c1cccc(Br)c1,1.1,-0.6,-4,4,0.2,-3,103,-3,4,2,1.6
COc1ccc(NC(=O)CCc2nc3ccccc3s2)c(OC)c1,5.2,3.6,8,4,0.6,10,153,-2,-4,-18,0.5
CC1CCN(c2nnc(-c3cccs3)c3ccccc23)CC1,1.0,3.9,19,-13,-1.4,9,105,-1,17,-28,4.8
CCOc1cccc(C2/C(=C(/O)c3ccc4c(c3)CC(C)O4)C(=O)C(=O)N2Cc2cccnc2)c1 (stereo unspecified),3.5,-1.4,11,-13,1.8,40,111,-2,-6,7,2.2
CCOC(=O)c1ccc(NC(=O)Nc2ccc(Cl)cn2)cc1,-1.0,0.7,6,-9,-0.1,2,104,7,-1,-5,1.1
N#C/C(=C\c1cn(CCOc2ccccc2)c2ccccc12)C(=O)NCC1CCCO1 (stereo unspecified),-0.5,1.5,16,8,-1.7,0,96,1,15,-8,2.7
CC(/C=N/Nc1ncc(C)c(=O)[nH]1)=C\c1ccccc1,7.2,-4.5,-4,-18,0.8,-3,84,1,-4,23,5.6
O=C(NNS(=O)(=O)c1ccccc1)C1CCN(S(=O)(=O)c2ccccc2)CC1,2.2,-0.8,-9,2,-0.1,-14,99,-3,-8,5,1.7
O=C(COc1ccc([N+](=O)[O-])cc1)NC(=O)NC1CCS(=O)(=O)C1 (stereo unspecified),·,-4.0,-5,·,·,-9,103,-5,0,21,0.7
CN(/C=C/C(=C/C=[N+](C)c1ccccc1)OCCCS(=O)(=O)[O-])c1ccccc1,0.1,0.2,3,-17,-3.3,-4,119,-5,5,-1,-0.9
CCOC(=O)C(C)n1cnc2c(nnn2Cc2ccc(Cl)cc2)c1=O (stereo unspecified),1.7,-1.1,-20,-10,-1.5,47,97,-6,14,6,-1.5
CCOC(=O)c1cccc(NC(=O)C2CCN(c3ncnc4c3nc3n4CCCCC3)CC2)c1,3.6,0.0,5,-6,2.1,-4,102,-8,1,0,-1.7
OCCN=C(c1ccccc1)C12CN3CN(CN(C3)C1)C2,1.1,-0.7,·,1,0.4,3,·,5,-7,4,2.0
CCc1noc(C)c1C(=O)N1CCSC1=Nc1cccc(Cl)c1C,5.0,1.3,-3,-16,0.6,5,98,-7,4,-9,0.9
COCCNC(=O)C(=O)N/N=C(\C)CC(=O)Nc1cccc(C(F)(F)F)c1,-1.0,-1.8,9,445*,1.2,43,109,8,-7,9,0.6
Cc1ccc(C)c(NCC(=O)c2ccc(Cl)cc2)c1,0.5,-1.9,3,0,-0.7,24,99,3,3,10,4.5
COc1ccccc1-n1c(C)nc2cc(C(=O)O)ccc21,1.1,0.9,-1,2,-0.7,23,98,13,-2,-5,2.4
CCCCOc1ccc(C(=O)NCC(=O)NCCOc2ccccc2)cc1,1.7,-2.1,·,-14,-0.2,3,93,2,-2,13,4.6
CCOc1cc(/C=N/n2cnnc2)ccc1O,0.1,-0.1,2,-6,-2.0,4,97,-12,-12,0,3.1
c1ccc(-n2cnc3ccccc32)cc1,5.9,-0.9,-13,7,1.2,13,99,-8,-8,5,1.1
COc1ccccc1C(=O)NCC(=O)n1nc(C)cc1C,3.5,-0.8,3,-20,-1.4,1,98,9,5,5,4.3
CCCN(CC(=O)Nc1ccccc1OC)C(=O)c1cc2ccccc2o1,-0.7,-0.7,1,-15,0.0,3,104,-10,-4,3,0.8
N#Cc1ccc(OCC(=O)OCC(=O)c2ccc[nH]2)cc1,·,-1.4,·,·,·,-2,101,0,2,9,1.5
CCc1nc2c(c(=O)[nH]1)C(CC)(CC)Cc1ccccc1-2,1.3,1.2,2,4,1.2,12,101,-6,-4,-6,0.2
COc1cccc(C(=O)c2c[nH]c(C(=O)NCCCN3CCOCC3)c2)c1,2.3,0.0,12,-4,-0.3,-1,101,-15,3,0,2.2
O=C(CSc1ncnc2c1oc1ccccc12)N1CCN(c2ccccc2)CC1,-0.7,-0.8,-22,0,1.2,-3,105,-11,-5,4,1.6
O=C(NC(N1CCOCC1)C(Cl)(Cl)Cl)c1ccc(F)cc1 (stereo unspecified),2.5,-2.6,-20,-16,1.0,-24,99,-3,-17,14,4.5
Cc1cc(C)c(C(=O)C(C)OC(=O)c2ccccn2)cc1C (stereo unspecified),-0.2,-3.4,7,-7,0.4,7,102,3,-3,17,0.5
O=C(NCCSCc1ccco1)Nc1ccccc1,0.0,1.3,11,-11,-1.5,3,105,-3,1,-7,2.8
COc1ccc(N(CC(=O)N2CCc3ccccc32)S(=O)(=O)c2c(C)nn(C)c2C)cc1,1.1,-2.4,-8,3,2.2,-1,103,0,-3,14,2.6
CC(=O)N(C(C)=O)c1c(N2CCOCC2)c2ccccc2oc1=O,1.4,-1.3,19,-4,3.0,1,·,7,-11,7,3.1
CCc1ccc(NC(=O)CCCNC(=O)Cn2cnc3sc(C)c(C)c3c2=O)cc1,1.1,1.8,0,-11,-1.1,-1,·,6,1,-13,2.8
O=C(COC(=O)c1ccccc1Br)NC(=O)NCc1ccccc1,0.7,2.1,-5,-2,0.5,-4,100,-4,-3,-8,-0.6
N=c1n(CCc2ccccc2)c2ccccc2n1Cc1ccccc1F,3.2,-2.1,7,-5,1.1,·,102,-12,-6,11,4.9
COc1ccc(/C=C2\CCn3c2nc2ccccc2c3=O)cc1OC,-1.1,-1.3,7,-8,0.8,38,110,-6,4,7,·
CCC(NC(=O)c1ccccc1NC(=O)c1ccccc1)C(=O)OC (stereo unspecified),2.2,-0.2,-11,3,-1.0,11,107,7,-5,2,0.7
CC(=O)Nc1c(C)nn(-c2ccc([N+](=O)[O-])cc2)c1C,1.5,1.7,12,-30,3.6,54*,103,10,-4,-9,3.0
COc1ccc(C2CC(c3ccc([N+](=O)[O-])cc3)=NN2C(=O)c2ccccc2)cc1OC (stereo unspecified),0.8,2.9,-4,261,-2.2,-3,86,-11,17,-18,6.0
CCOc1ccc(C2CC(c3cccc(C)c3)n3nc(N)nc3N2)cc1 (stereo unspecified),-0.3,-0.2,2,184,0.0,-3,110,5,9,1,0.1
CN(C)c1ccc(C=c2c3cc(O)ccc3n3c2cc(-c2ccccc2)[n+]3C)cc1,·,5.6,-6,·,·,19,·,-5,i,-27,-0.8
CSC(SC)=C(C(C)=O)C(=O)c1ccc(C)cc1,2.6,1.8,28,-22,1.8,22,107,-5,3,-10,3.5
COc1ccc(C(CNC(=O)c2cc3ccccc3cc2O)N2CCOCC2)cc1 (stereo unspecified),4.2,0.8,·,-13,-0.6,-4,107,-7,1,-5,5.4
CCn1c(SCC(=O)Nc2nc(-c3ccc(C)cc3)cs2)nnc1-c1ccccc1,1.2,1.9,-6,6,1.7,11,·,-5,2,-9,0.1
COC(=O)C1=C(C)N(C)C(C)=C(C(=O)OC)C1c1ccsc1,4.9,-4.0,10,4,1.8,-7,·,-9,-9,17,0.5
CC(C(Sc1ccccc1N)c1ccccc1)[N+](=O)[O-] (stereo unspecified),0.0,0.7,4,747*,0.3,0,·,-9,-24,-4,0.6
Cc1ccccc1C(=O)Nc1ccnn1C1CCN(C(=O)c2cnsn2)CC1,4.4,-1.4,-19,-7,-0.3,39,99,-6,6,7,-0.6
CC(C)(C)OC(=O)NCCCC[C@H](NC(=O)[C@H](Cc1c[nH]c2ccccc12)NC(=O)OCc1ccccc1)C(=O)O,0.7,-3.1,4,170,1.9,2,97,6,-2,14,-1.0
Cc1cccnc1NC(=O)c1ccccc1-c1ccccc1C(=O)Nc1ncccc1C,6.5,-2.5,5,7,-1.2,23,81,-1,3,14,2.9
COc1ccc(OC)c(C2CC(=O)N3CN(c4ccccc4)CSC3=C2C#N)c1 (stereo unspecified),-0.3,-0.9,-5,1,4.1,7,97,-4,11,5,3.6

Additional entries follow.
molecule,AddAB inh,OPRM1-OPRD1 ag,PfHsp90 set2,Mot1-301 SUMO,Ecoli viability,Arrestin-AP2 inh,Pemphigus Ab inh,PKA-R1A activ,Tat export inh,OPRM1-OPRD1 inv,phage Ecoli inh
COc1ccccc1CN1CC(C(=O)N2CCCCO2)CCC1=O (stereo unspecified),1.3,-3.1,-5,3,1.6,-2,106,0,2,15,4.2
CCOC(=O)C1=C(C)Nc2sc(C(=O)c3ccc(C)cc3)c(N)c2C1c1ccc(C(=O)OC)cc1 (stereo unspecified),-0.5,-0.4,-1,-21,1.8,26,112,7,-5,2,4.8
COc1ccc(NC(=O)c2ccc(CN3CCN(c4ccccc4)CC3)cc2)cc1OC,3.2,0.0,4,-3,-1.6,1,·,-12,-3,0,·
O=C(O)CCn1c(=O)oc2cc(S(=O)(=O)N3CCCC3)ccc21,3.6,-0.9,-8,-8,-0.5,-2,96,-11,-5,5,1.9
CCN(CC)CCCNC(=O)c1cn(CCOC)c(=O)c2c1c1ccccc1n2C,-0.2,-2.2,11,17,0.7,-9,101,-13,-1,12,1.2
O=C(CCNC(=O)C1CCN(S(=O)(=O)c2ccc(F)cc2)CC1)NCc1ccc(Cl)cc1,3.5,-2.1,1,20,-0.3,2,129,-7,0,10,3.2
CC(=O)OC1CC2(C)C(=O)CCC2C2CCc3cc(O)ccc3C12 (stereo unspecified),0.4,-1.7,-5,2,0.4,3,102,0,-2,10,2.6
C=CC[C@@H](CC(=O)N[C@@H](CO)Cc1ccccc1)C(=O)N[C@H](C)COC(=O)[C@@H](CC=C)Cc1ccc(F)cc1,-0.7,1.2,-5,-7,-0.5,20,99,-3,0,-5,3.6

Assay outcomes from PubChem.
